From PubChem
PKA-R2B activ = activates the human PKA-R2B holoenzyme complex; PKA-R2B holoenzyme dissociation, Cy5-IP20 fluorescence polarization; R2B truncated from residue 108, S112A mutant; 0% DMSO only, 100% 113 µM cGMP; 0.079% of 340,000 active; P22694+P31323; activation, % at 11.4 µM;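 active = activation above a cutoff set at the mean over all compounds plus 3 SD, cut at about 18% in these data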;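 note: higher means more holoenzyme dissociation and a rise in polarization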
Arrestin-AP2 inh = human beta-arrestin and AP2 interaction inhibition. FITC-arrestin peptide / GST-AP2 beads, flow cytometry; AP2 beta2 appendage carries R879A mutation. inhibition, % at 10 µM. 0.31% of 340,000 active;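 active = inhibition above a set limit, near 3 SD of compounds lacking own fluorescence, cut at about 54% in these data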;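 note: plate controls were DMSO wells for no effect and 5 µM unlabelled arrestin peptide for full effect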
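System: GST-AP2 R879A glutathione beads; medium: PBS, Tween 20 0.05%, BSA 0.1%; reagent: fluorescein-tagged arrestin peptide at 50 nM final; schedule: pre-incubation 12 min, peptide binding 1 h, room temperature; detection: flow cytometry, FL1 (488/535 nm); read-out: inhibition as reduced fluorescein signal on beads, percent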
V-ATPase pH = regulators of yeast V-ATPase proton transport. S. cerevisiae, pHLuorin cytosolic pH fluorescence. response, % at 10 µM. 0.37% of 350,000 active; in the data active = response mostly above about 7.3%, no sharp cut-off; inactive = mostly below about 5.4%; note: actives read high; inactives centre near 0; some compounds called inactive have numbers as strong as hits; reference of the scale not given here
PKA-R1A act = activates the PKA-R1A holoenzyme complex. P00514+P68181. PKA-R1A dissociation, Cy5-IP20 fluorescence polarization; scaled: DMSO 0%, 113 µM cGMP 100%. 0.083% of 340,000 active. activation, % at 11.4 µM;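 active = percent activation above the mean of all tested compounds plus 3 SD, cut at about 19% in these data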;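 note: higher means more PKAc released from R1A so a rise in polarization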
HTR5A ag = HTR5A agonism, opioid heterodimer counter-screen | P47898 | HTR5A agonist assay, luminescence, cell-based | activation, % at 9.3 µM | 0.61% of 340,000 active; in the data active = activation mostly above about 9.5%, no sharp cut-off; inactive = mostly below about 7.6%;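 note: 0% = cells with vehicle only and 100% = reference agonist; strong numbers were not always called active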
OPRM1-OPRD1 inv = inverse agonists of human mu-delta opioid receptor heterodimerization; P35372+P41143; cell-based MOR-DOR heterodimer luminescence, inverse agonism; inhibition, % at 9.3 µM; 0.21% of 340,000 active; AID 504357; in the data active = inhibition above about 22%, passing the limit was not always enough;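 note: 0% = cells with DMSO and 100% = wells without cells with DMSO; values of inactives mirror those of a sister screen read the other way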
Target sequence (P35372 whole entry, looked up): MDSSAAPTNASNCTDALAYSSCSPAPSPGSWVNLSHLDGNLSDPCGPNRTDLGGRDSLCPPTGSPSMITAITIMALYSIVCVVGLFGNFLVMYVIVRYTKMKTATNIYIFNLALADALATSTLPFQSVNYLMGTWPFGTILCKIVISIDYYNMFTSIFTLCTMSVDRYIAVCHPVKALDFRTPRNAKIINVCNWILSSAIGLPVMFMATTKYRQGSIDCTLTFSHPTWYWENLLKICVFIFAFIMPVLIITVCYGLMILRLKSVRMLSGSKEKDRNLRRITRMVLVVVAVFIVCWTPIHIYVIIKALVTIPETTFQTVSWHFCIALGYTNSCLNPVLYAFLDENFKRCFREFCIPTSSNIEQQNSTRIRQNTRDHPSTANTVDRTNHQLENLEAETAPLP
Target sequence (P41143 whole entry, looked up): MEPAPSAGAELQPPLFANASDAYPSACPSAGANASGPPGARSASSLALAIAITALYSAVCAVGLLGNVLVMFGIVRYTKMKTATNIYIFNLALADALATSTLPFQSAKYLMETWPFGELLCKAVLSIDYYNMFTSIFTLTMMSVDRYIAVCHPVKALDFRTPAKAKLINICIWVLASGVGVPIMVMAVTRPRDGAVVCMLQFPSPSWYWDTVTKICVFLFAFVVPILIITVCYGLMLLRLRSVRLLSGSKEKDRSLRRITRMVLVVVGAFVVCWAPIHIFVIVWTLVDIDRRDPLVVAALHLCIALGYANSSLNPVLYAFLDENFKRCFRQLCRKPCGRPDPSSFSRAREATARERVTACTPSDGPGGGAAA
DSG3 Ab inh = human desmoglein-3 autoantibody binding inhibition; P32926; DSG3-coupled beads, scFv-anti-DSG3-GFP binding, flow cytometry; stronger effect = lower value; binding (percent of control), % at 10 µM; 0.48% of 310,000 active;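 active = binding more than 3 SD below its plate's average and above zero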;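 note: hits lower antibody fragment binding to DSG3; some compounds called inactive have numbers as strong as hits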
MOR-DOR ag = agonists of human mu-delta opioid receptor heterodimerization; 0.3% of 340,000 active; activation, % at 9.3 µM; P35372+P41143; cells, OPRM1-OPRD1 heterodimerization, luminescence; in the data active = activation above about 18%;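 note: 0% = vehicle-treated cells and 100% = reference agonist; values of inactives mirror those of a sister screen read the other way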
HTR5A inv ctr = counter-screen for OPRM1-OPRD1 inverse agonists: human HTR5A inverse agonism. HTR5A cell line, luminescence. inhibition, % at 9.3 µM. 0.083% of 340,000 active; in the data active = inhibition mostly above about 23%, no sharp cut-off; inactive = mostly below about 18%;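 note: 0% = cells with DMSO and 100% = no-cell wells with DMSO; some compounds called inactive have numbers as strong as hits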
DAGLB inhibitor = blocks human DAGLB lipase activity | inhibition, % at 5.17 µM | 0.059% of 340,000 active | HEK293T DAGLB membrane lysate, EnzChek fluorogenic substrate | Q8NCG7; in the data active = inhibition above about 34%;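 note: 0% = enzyme with vehicle and 100% = wells lacking enzyme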
Numbers without * were called inactive; . = no result given.

SMILES	PKA-R2B activ	Arrestin-AP2 inh	V-ATPase pH	PKA-R1A act	HTR5A ag	OPRM1-OPRD1 inv	DSG3 Ab inh	MOR-DOR ag	HTR5A inv ctr	DAGLB inhibitor
Cc1ccccc1S(=O)(=O)Cc1ccc(C(=O)NCCN(Cc2ccccc2)C(C)C)o1	-6.5	2.6	2.2	0.1	2.4	-3.0	.	0.6	-1.6	-0.9
O=C(Nc1ccc(Cl)cc1)N1CCc2[nH]c3ccccc3c2C1	-8.1	5.6	0.9	-0.2	0.1	-2.4	102.6	0.5	-0.3	0.1
O=C(COC(=O)C1CCC(=O)N1)Nc1ccccc1Br (configuration not stated)	-6.1	9.5	-0.7	-1.9	4.1	-3.7	96.0	0.7	12.3	4.7
OC(COCc1ccc(Cl)cc1)CN1CCCCC1 (configuration not stated)	2.8	11.8	0.9	-11.1	-0.7	17.4	102.7	-3.4	2.6	0.0
Clc1ccc(CNc2ccc3nnc(-c4ccccc4)n3n2)cc1	-7.6	1.9	-0.1	-3.0	1.8	-4.0	100.1	0.8	-4.9	-3.1
O=[N+]([O-])c1ccc2nc(NN=Cc3ccc(O)cc3)sc2c1	15.9	10.8	-1.0	0.1	-7.3	11.3	120.6	-2.2	29.8*	11.1
CCc1csc(CCNC(=O)C2CCC(=O)N(CCc3cccc(F)c3)C2)n1 (configuration not stated)	-6.1	-6.5	0.5	2.5	-2.4	2.7	112.4	-0.5	8.7	1.3
O=C(c1ccco1)N1CCN(C(=O)c2cc(-c3ccccc3)nc3ccccc23)CC1	-0.3	3.1	-7.8	-5.4	1.7	-4.3	.	0.8	7.3	3.2
O=C(CC12CC3CC(CC(C3)C1)C2)NCC(=O)N1CCc2ccccc2C1	-7.9	3.8	-1.0	3.3	-1.5	-14.0	.	2.3	-5.8	-2.4
COC(=O)C1CCN(Cc2c(C(=O)N3C[C@@H](C)O[C@@H](C)C3)nc3ccc(Cl)cn23)CC1	-10.0	12.3	0.5	-5.1	6.6	6.8	85.5	-1.3	-9.3	-2.5
Cc1ccc2nc(NC(=O)C3CC3C)sc2c1 (configuration not stated)	-1.3	13.1	-7.1	-2.4	2.9	-8.3	94.7	1.2	-14.0	-0.7
COc1ccc(C(=O)OCC(=O)NCC2CCCCC2)cc1F	-4.1	8.2	1.0	9.6	-6.1	-11.0	101.5	1.7	16.7	1.3
Cc1ccc(OCCn2cc(/C=C/C(=O)O)c3ccccc32)cc1	1.4	2.0	0.9	-9.5	0.2	5.7	94.0	-1.0	-0.7	4.0
CN(C(=O)COC(=O)CCc1c[nH]c2ccccc12)c1ccccc1	-5.1	-10.9	-2.0	-11.5	-2.5	14.3	99.9	-2.9	4.9	3.8
Clc1ccc(-c2noc(CN(Cc3ccccn3)CC3CCCO3)n2)cc1 (configuration not stated)	-3.4	-3.4	-1.0	-4.8	2.2	-14.9	115.7	2.8	-6.1	-2.8
CC1=C(C(=O)Nc2ccccc2)C(c2ccc(C)o2)n2ncnc2N1 (configuration not stated)	-3.0	1.1	-1.0	-4.7	11.9	15.5	97.1	-2.7	-32.9	-1.2
Cc1cc(Br)c(NC(=O)Cn2c([N+](=O)[O-])cnc2C)cc1C	3.0	24.2	4.2	-2.0	0.3	10.2	95.0	-1.8	-1.1	-1.5
COC(=O)c1ccc(NC(=O)Nc2ccc(F)cc2)cc1	-6.5	0.5	-3.0	0.1	-4.1	-19.6	108.3	3.4	-3.0	-3.3
CCCCCCOC(=O)C[N+](C)(C)CCOC1CC2CCC1(C)C2(C)C (configuration not stated)	-4.0	23.0	11.9*	-4.3	2.8	6.0	114.6	-1.2	-21.3	0.7
COc1cc2[nH]c(=S)nc(NCCCOC(C)C)c2cc1OC	7.5	-4.3	4.7	12.2	-0.9	9.2	100.9	-1.5	-19.8	-1.2
O=C(OCC(=O)N1CCCc2ccccc21)c1c(F)cccc1F	-4.2	-5.9	1.4	-2.1	0.8	10.4	116.3	-1.9	-2.1	-1.9
CCOC(=O)c1sc(=S)n2c1[nH]c(=O)c1ccc(C(=O)OC)cc12	8.2	7.0	-6.0	12.6	3.0	0.0	102.5	0.0	-20.6	5.6
O=C(NCc1ccccn1)C1CCCN(S(=O)(=O)c2ccccc2)C1 (configuration not stated)	10.3	7.7	2.2	-11.4	4.2	6.9	107.8	-1.2	8.9	-1.6
COc1cccc(/C=C2\CCC(C3CCCC3)C2=O)c1 (configuration not stated)	-2.7	26.8	-4.9	-14.6	0.1	6.3	96.0	-1.2	-0.5	-8.7
Oc1c(Cl)cc(Oc2cc(Cl)c(O)c(CN3CCOCC3)c2)cc1CN1CCOCC1	-8.1	4.9	-6.6	-0.1	-1.7	3.7	108.9	-0.7	6.9	-1.0

Marked active in V-ATPase pH (from the list above):
| mol | PKA-R2B activ | Arrestin-AP2 inh | V-ATPase pH | PKA-R1A act | OPRM1-OPRD1 inv | DSG3 Ab inh | MOR-DOR ag | DAGLB inhibitor |
| --- | --- | --- | --- | --- | --- | --- | --- | --- |
| CCCCCCOC(=O)C[N+](C)(C)CCOC1CC2CCC1(C)C2(C)C (configuration not stated) | -4.0 | 23.0 | 11.9* | -4.3 | 6.0 | 114.6 | -1.2 | 0.7 |

Some of these compounds in order of heavy-atom count, smallest number first.
SMILES	PKA-R2B activ	Arrestin-AP2 inh	V-ATPase pH	PKA-R1A act	HTR5A ag	OPRM1-OPRD1 inv	DSG3 Ab inh	MOR-DOR ag	HTR5A inv ctr	DAGLB inhibitor
Cc1ccc2nc(NC(=O)C3CC3C)sc2c1 (configuration not stated)	-1.3	13.1	-7.1	-2.4	2.9	-8.3	94.7	1.2	-14.0	-0.7
COc1cccc(/C=C2\CCC(C3CCCC3)C2=O)c1 (configuration not stated)	-2.7	26.8	-4.9	-14.6	0.1	6.3	96.0	-1.2	-0.5	-8.7
O=C(OCC(=O)N1CCCc2ccccc21)c1c(F)cccc1F	-4.2	-5.9	1.4	-2.1	0.8	10.4	116.3	-1.9	-2.1	-1.9
CC1=C(C(=O)Nc2ccccc2)C(c2ccc(C)o2)n2ncnc2N1 (configuration not stated)	-3.0	1.1	-1.0	-4.7	11.9	15.5	97.1	-2.7	-32.9	-1.2
CCc1csc(CCNC(=O)C2CCC(=O)N(CCc3cccc(F)c3)C2)n1 (configuration not stated)	-6.1	-6.5	0.5	2.5	-2.4	2.7	112.4	-0.5	8.7	1.3
Oc1c(Cl)cc(Oc2cc(Cl)c(O)c(CN3CCOCC3)c2)cc1CN1CCOCC1	-8.1	4.9	-6.6	-0.1	-1.7	3.7	108.9	-0.7	6.9	-1.0
Cc1ccccc1S(=O)(=O)Cc1ccc(C(=O)NCCN(Cc2ccccc2)C(C)C)o1	-6.5	2.6	2.2	0.1	2.4	-3.0	.	0.6	-1.6	-0.9

Carrying on.
SMILES	PKA-R2B activ	Arrestin-AP2 inh	V-ATPase pH	PKA-R1A act	HTR5A ag	OPRM1-OPRD1 inv	DSG3 Ab inh	MOR-DOR ag	HTR5A inv ctr	DAGLB inhibitor
COc1ccc(C)cc1NC(=O)CSc1nc2ccccc2nc1N1CC(C)OC(C)C1 (configuration not stated)	-9.0	6.6	-5.6	-17.0	0.9	2.7	97.4	-0.5	-2.7	-15.8
Cc1cc(O)c(CN2CCN(S(=O)(=O)c3cccs3)CC2)cc1C(C)C	-1.0	-1.5	1.6	-0.5	7.6	-11.6	94.8	3.0	15.3	-4.8
COc1ccc(NC(=O)Cc2coc3cc(C)ccc23)cn1	-5.7	-4.4	-3.5	-5.2	1.6	10.8	99.3	-2.1	-4.2	-1.1
C=CCn1c(=O)c2c3c(sc2n2c(Nc4ccccc4)nnc12)CCCC3	-11.4	-0.6	-4.2	5.9	4.2	13.6	.	-2.4	-1.7	1.3
COCCCNC(=O)C1CCC(=O)N(c2ccc3c(c2)OCO3)C1c1ccc(OC)cc1 (configuration not stated)	5.3	7.2	2.1	10.4	3.2	13.3	143.0	-3.0	-11.5	-2.9
Cc1ccc(N2CCN(S(=O)(=O)c3nnc(NC(=O)c4ccco4)s3)CC2)cc1	0.8	-2.4	-0.3	-15.6	4.5	1.0	101.8	-0.2	-13.8	2.5
CC(C)Oc1ccccc1-c1cc(C(=O)N/N=C/c2cccnc2)c2ccccc2n1	5.0	-0.2	-2.1	1.3	3.7	20.6	101.9	-4.0	26.8	1.6
Cc1ccc2nc(C)cc(C(=O)N/N=C/c3ccncc3)c2c1	3.6	7.9	5.3	-1.3	-2.3	14.6	103.2	-2.9	5.6	-2.0
CC1=CC2=NC(=O)/C(=C\c3cc(C)n(-c4ccccc4)c3C)C(=N)N2O1	-7.6	-1.3	6.2	7.4	-3.1	-8.8	121.0	1.6	-6.2	-3.8
CC1CCc2c(sc(NC(=O)c3ccco3)c2C(=O)O)C1 (configuration not stated)	-3.9	26.9	-0.1	-5.0	6.1	15.9	101.9	-3.0	-16.4	7.2
COC(=O)C1=C(N)Oc2cc(C)n(CCCn3ccnc3)c(=O)c2C1c1ccc(Cl)cc1 (configuration not stated)	2.1	2.1	0.1	-3.1	7.6	10.4	104.6	-1.9	-27.6	1.3
O=C(CCNC(=O)N1CC(=O)Nc2ccccc21)NCc1ccccc1Cl	-2.7	.	.	1.0	.	.	101.3	.	.	-0.6
CCC(=O)Nc1nnc(C)s1	1.2	-10.6	-1.3	2.6	2.3	10.0	104.4	-1.8	-19.8	-1.1
CC1CCCCN1C(=O)COC(=O)c1ccc(=O)n(Cc2ccccc2)n1 (configuration not stated)	-5.7	0.4	0.7	-4.4	2.6	11.1	.	-1.6	-6.8	-2.4
COc1ccccc1C(=O)Nc1ccnn1C1CCN(C)CC1	-0.3	-9.3	0.8	-9.0	0.9	23.6	100.7	-4.6	-6.4	-0.5
COc1cccc(CC(=O)OC(C)C(=O)Nc2ncc(Cl)cc2Cl)c1 (configuration not stated)	4.6	16.6	0.0	-2.7	3.9	-11.6	103.7	1.8	-11.7	-0.1
CC1CN=C(Nc2cccc(S(=O)(=O)N(C)C)c2)S1 (configuration not stated)	-3.0	40.5	1.6	0.3	7.4	-6.3	97.8	1.1	5.1	0.1
O=C(Nc1ccc2c(c1)nc1n2CCN(C2CCCCC2)C1)c1ccco1	-12.4	9.1	0.3	-5.8	.	.	95.9	.	.	2.4
COCCN(C(=O)c1cc(CN2C(=O)c3ccccc3C2=O)ccc1OC)c1c(N)n(CC(C)C)c(=O)[nH]c1=O	2.7	-11.5	1.2	4.4	-2.6	8.0	101.7	-1.5	9.3	0.1
O=C(CSc1nnc(Cc2ccccc2)n1C1CCCCC1)N1CCOCC1	5.4	-8.1	-1.8	-5.8	-0.7	11.2	.	-1.9	1.7	-1.8
CCc1cc(C(=O)c2ccc(OC)cc2)c(NC(=O)CN2CCCC2)s1	-6.4	8.5	-3.8	-8.7	3.3	5.4	114.9	-1.0	-13.6	-6.8
Cc1ccccc1-c1nc2ccccc2c(=O)n1/N=C/c1ccc([N+](=O)[O-])cc1	-10.5	10.3	3.6	-11.6	-1.8	2.4	90.6	-0.5	5.0	-0.9
CC(C)C(c1nnnn1Cc1ccc(F)cc1)N1CCN(C2CCCCC2)CC1 (configuration not stated)	-1.9	6.1	.	1.9	-2.8	4.5	99.4	-1.0	-7.6	-2.2
